High-throughput results (PubChem BioAssay)
TRPC4 potent – allosteric potentiators of mouse TRPC4 channel | HEK293 TRPC4beta/mu-opioid, DAMGO EC20, Fluo-4 Ca2+ flux; stronger effect = higher value | B-score at 10 µM | 0.42% of 310,000 active;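 active = B-score of calcium response area above 5 SD of library B-scores, with initial fluorescence ratio within 5 SD of library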;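 note: B-score of integrated fluorescence ratio over time as area under calcium response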
TRPC6 activator – mouse TRPC6 channel activation; 0.13% of 310,000 active; B-score at 10 µM; Q61143; HEK293-TRPC6 membrane potential dye fluorescence; stronger effect = higher value;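 active = B-score of the integrated fluorescence ratio above library mean plus 3 SD, and starting fluorescence ratio within library mean plus 5 SD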;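 note: higher score means more depolarization so channel activation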
MrgX1 ag – activates human MrgX1 receptor signaling; B-score at 10 µM; 0.44% of 310,000 active; AID 588627; Q96LB2; MrgX1-HEK293 cells, Fluo-4 calcium fluorescence, agonist mode; stronger effect = higher value;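 active = calcium response B-score plate-corrected fluorescence ratio at least 3 library SD, with starting fluorescence B-score inside 5 SD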
Target sequence (Q96LB2 whole entry, looked up): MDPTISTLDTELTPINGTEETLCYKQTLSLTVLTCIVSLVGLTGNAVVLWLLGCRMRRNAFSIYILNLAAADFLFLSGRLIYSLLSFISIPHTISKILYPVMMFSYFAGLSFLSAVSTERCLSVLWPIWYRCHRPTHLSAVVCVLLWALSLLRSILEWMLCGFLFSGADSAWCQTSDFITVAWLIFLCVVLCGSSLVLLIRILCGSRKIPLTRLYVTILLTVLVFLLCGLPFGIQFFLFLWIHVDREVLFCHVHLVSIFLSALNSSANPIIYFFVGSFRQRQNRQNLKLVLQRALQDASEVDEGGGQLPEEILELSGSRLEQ
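Material: MrgX1-expressing HEK293 cells / Dosing: compound as first of three additions / Incubation: overnight seeding, then 1 h dark dye loading / Signal: Fluo-4 NW calcium fluorescence / Evaluation: B-scored fluorescence response ratio / Benchmarks: positive and negative control wells on each plate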
ANO1 block – blocks the mouse calcium-activated chloride channel TMEM16A. normalized B-score (activity score, 25-100; higher = stronger inhibition) at 10 µM. 1.2% of 310,000 active. HEK293 TMEM16A/YFP iodide influx fluorescence, ionomycin. Q8BHY3;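 active = ratio plate-corrected score three or more library SD toward inhibition, starting fluorescence score within five deviations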;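 note: score derived from kinetic fluorescence span divided by baseline fluorescence per well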
TRPC6 inh – mouse TRPC6 channel inhibition; HEK293-TRPC6, membrane potential dye, ACh-evoked depolarization; stronger effect = lower value; Q61143; AID 2553; B-score at 10 µM; 1.1% of 310,000 active;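 active = B-score under library mean minus 3 SD, initial fluorescence not abnormally high, positive integrated signal ratio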;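 note: B-score derived from integrated fluorescence ratio over the kinetic read; more negative B-score means stronger inhibition of depolarization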
MrgX1 PAM – human MrgX1 positive allosteric modulation, primary screen; Q96LB2; MrgX1-HEK293, Fluo-4 calcium flux, FDSS; stronger effect = higher value; B-score at 10 µM; 0.63% of 310,000 active; AID 588675;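 active = plate-corrected calcium response at least 3 library SD above typical, normal starting fluorescence, not activating the receptor alone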;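 note: compound read alongside a low EC10 to EC30 dose of BAM8-22 agonist; peak minus trough fluorescence over baseline measured at the second addition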
RGS4 inh – human RGS4 inhibition; AID 463165; 0.45% of 310,000 active; P49798; HEK293 M3R/RGS4 inducible, Fluo-4 calcium flux; stronger effect = higher value; triggered by carbachol at its EC20; B-score at 10 µM;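 active = B-score, a plate-corrected calcium signal, over three deviations above library mean, with baseline fluorescence within five deviations of library mean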;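 note: RGS4 expression induced by doxycycline in cells with stable M3 receptor; B-score is computed from the integrated fluorescence ratio over baseline after carbachol; higher B-score means a larger calcium signal and so more RGS4 inhibition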
Target sequence (P49798 whole entry, looked up): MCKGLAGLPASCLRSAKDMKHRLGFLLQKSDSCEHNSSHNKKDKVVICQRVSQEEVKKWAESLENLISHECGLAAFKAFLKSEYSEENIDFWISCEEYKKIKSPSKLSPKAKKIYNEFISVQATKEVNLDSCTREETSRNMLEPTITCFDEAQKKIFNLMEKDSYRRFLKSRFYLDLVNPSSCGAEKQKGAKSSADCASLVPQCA
MrgX1 antagonist – antagonists of human MrgX1 receptor; AID 588676; Q96LB2; MRGX1-HEK293 calcium flux, Fluo-4, BAM8-22 antagonism; stronger effect = lower value; B-score at 10 µM; 1.3% of 310,000 active;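 active = calcium-response B-score plate-corrected more than 3 library SD below zero, starting fluorescence within 5 deviations, no agonist response on first addition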;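 note: peak minus trough fluorescence over baseline after final BAM8-22 challenge near maximal dose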
ANO1 activ – activators or potentiators of mouse TMEM16A chloride channel; AID 623877; B-score at 10 µM; HEK293 TMEM16A/YFP-H148Q/I152L, iodide quench fluorescence; stronger effect = lower value; 0.3% of 340,000 active;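 active = fluorescence-ratio B-score plate-corrected deviation score at least 3 library SD below zero, with starting fluorescence score within 5 deviations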;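 note: channel opened by trigger with iodide after compound preincubation; score built on the fluorescence ratio of max minus min over baseline; more negative score means more quench and so TMEM16A activation or potentiation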
TRPC4 agonist – activators of mouse TRPC4 channel | Q9QUQ5 | HEK293 TRPC4beta/mu-opioid, Fluo4 calcium fluorescence; stronger effect = higher value | B-score at 10 µM | 0.49% of 310,000 active | AID 2237;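 active = B-score above 5 SD of library B-scores, and initial fluorescence ratio not above library mean plus 5 SD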;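 note: positive B-score marks a calcium rise read as TRPC4 activation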
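Test system: HEK293 cells stably co-expressing mouse TRPC4beta and mu-opioid receptor | Schedule: Fluo4 dye loading 45 min at room temperature, 110 s recording | Measured by: Kinetic Fluo4 calcium fluorescence, 5 s baseline at 1 Hz | Evaluation: B score of integrated ratio | Controls: Buffer (low) and maximal DAMGO (high)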
TRPC4 inh – blocks the mouse TRPC4 cation channel; Q9QUQ5; HEK293 TRPC4beta/mu-opioid, DAMGO-evoked Fluo4 calcium flux; stronger effect = lower value; B-score at 10 µM; 0.39% of 300,000 active;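 active = B-score over 3 SD under the library average, no early fluorescence shift, positive overall ratio signal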
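Test system – stable TRPC4beta/mu-opioid receptor HEK293 cells · Probe or stimulus – DAMGO, a submaximal dose followed by a maximal one · Dosing – one concentration per compound · Signal – Fluo4 calcium fluorescence by kinetic imaging, 5 s 1 Hz baseline · Evaluation – per-well B score of integrated baseline-normalized Fluo4 ratio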
An asterisk follows results filed as active; i = inactive; · = no result given. These rows are one share of the data (hit frequency here may not be typical).

Value order: TRPC4 inh, MrgX1 antagonist, TRPC4 agonist, ANO1 activ, RGS4 inh, MrgX1 ag, TRPC6 inh, TRPC4 potent, MrgX1 PAM, ANO1 block, TRPC6 activator
O=[N+]([O-])c1ccc(N2CCNCC2)cc1N1CCCCCC1
  i, i, i, i, i, i, i, 18*, 11*, i, i
CCC1(OC(=O)c2ccccc2)CC(C)N(C)CC1C (configuration not stated)
  i, i, i, i, i, i, i, i, i, i, i
Cc1[nH]c2ccc(OCc3ccccc3)cc2c1CCN
  i, i, i, i, i, i, i, i, i, i, i
CNCCc1c[nH]c2ccc(O)cc12
  i, i, i, i, i, i, i, i, i, i, i
O=c1[nH]c(=S)[nH]c(O)c1/C=C1/C=c2ccccc2=N1
  i, i, i, i, i, i, i, i, i, i, i
COC(=O)CN1C(=O)CN=C(c2ccccc2Cl)c2cc(Br)ccc21
  i, i, i, i, i, i, i, i, i, i, i
O=c1[nH]c(=O)n(-c2ccc(Br)cc2)c(O)c1C=NC(CO)(CO)CO
  i, i, i, i, i, i, i, i, i, i, i
CCOc1cc2c(cc1OCC)-n1cccc1C(c1ccc(F)cc1)NC2 (configuration not stated)
  i, i, i, i, i, i, i, i, i, i, i
CC1CC2(O)c3nonc3CCC2N1O (configuration not stated)
  i, i, i, i, i, i, i, i, i, i, i
O=C(NCCCN1CCOCC1)C(Cl)(Cl)Cl
  i, i, i, i, i, i, i, i, i, i, i
CCC(=NCCN1CCOCC1)c1c(O)n(-c2ccccc2C)c(=O)[nH]c1=O
  i, i, i, i, i, i, i, i, i, i, i
COC(=O)C1=C(c2cc3ccccc3o2)C[C@@H]2CC[C@H]1N2C(=O)NCc1cccc2ccccc12
  i, i, i, i, i, i, i, i, i, i, i
CC(C)CCn1c(N)c(C(=O)NCc2cccs2)c2nc3ccccc3nc21
  i, i, i, i, i, i, i, i, i, i, i
Cc1ccc2cc(C=C(C#N)C#N)c(Cl)nc2c1
  i, i, i, i, i, i, i, i, i, i, i
CN(C)CCNC(=O)c1cccn(Cc2cc(C(F)(F)F)cc(C(F)(F)F)c2)c1=O
  i, i, i, i, i, i, i, i, i, i, i
CCOP(=O)(OCC)C(NC(=O)c1cccc(C)c1)C(Cl)(Cl)Cl (configuration not stated)
  i, i, i, i, i, i, i, i, i, i, i
COc1cccc(N2C(=O)NC(=O)C3(Cc4cc(C)ccc4N(C)C3)C2=O)c1 (configuration not stated)
  i, i, i, i, i, i, i, i, i, i, i
CN(C)P1(N(C)C)=NC(C(F)(F)F)=NC(C(F)(F)F)=N1
  i, i, i, i, i, i, i, i, i, i, i
COc1cc(OC)c(OC)cc1CNCCc1ccc(OC)c(OC)c1
  i, i, i, i, i, i, i, i, i, i, i
Nc1cc(C(=O)Nc2ccc(Cl)cc2)ccc1N1CC2CC(C1)c1cccc(=O)n1C2 (configuration not stated)
  i, i, i, i, i, i, i, i, i, i, i
Nc1ccccc1C(=O)OC1CSC1
  i, i, i, i, i, i, i, i, i, i, i
Cn1cc(C(=O)c2ccccc2)c2ccccc21
  i, i, i, i, i, i, i, i, i, i, i
CCOP(=O)(Oc1ccccc1)c1c([N+](=O)[O-])cc(C(F)(F)F)cc1[N+](=O)[O-] (configuration not stated)
  i, i, i, i, i, i, i, i, i, i, i
CCN(CC)C(=O)c1ccc(NC(=O)Nc2ccccc2F)cc1
  i, i, i, i, i, i, i, i, i, i, i
CCOc1ccccc1N1C(=O)CC(=O)NC1=O
  i, i, i, i, i, i, i, i, i, i, i
O=C(/C=C/c1ccccc1)NCCc1cnc[nH]1
  i, i, i, i, i, i, i, i, i, i, i
c1nc2nc3c(c(N4CCNCC4)n2n1)CCCC3
  i, i, i, ·, i, i, i, i, i, i, i
Cc1cc(C)n2c(Br)c(CN3CC4CC(C3)c3cccc(=O)n3C4)nc2n1 (configuration not stated)
  i, i, i, i, i, i, i, i, i, i, i
COc1ccc(N/N=C/c2c(O)n(-c3cccc(C)c3)c(=O)[nH]c2=O)cc1
  i, i, i, i, i, i, i, i, i, i, i
CC(=O)Nc1ccc(S(=O)(=O)NC(CC(=O)N2CCC3(CC2)OCCO3)C(C)C)cc1 (configuration not stated)
  i, i, i, i, i, i, i, i, i, i, i
CCN(CC)C(=O)Oc1ccc(NC(=O)N2CCOCC2)cc1
  i, i, i, i, i, i, i, i, i, i, i
C=CCN1C(=O)NC(=O)/C(=C/c2ccoc2)C1=O
  i, -6.5*, i, i, i, i, i, i, i, i, i
CC1(C)COC(Nc2cccc(Cl)c2)=N1
  i, i, i, i, i, i, i, i, i, i, i
Cc1oc(-c2ccc(F)cc2F)nc1CN1C[C@@H]2C[C@@H](C1)c1cccc(=O)n1C2
  i, i, i, i, i, i, i, i, i, i, i
O=C1NC(=S)N(C2CC2)C(=O)/C1=C/c1ccc2c(c1)CCN2CCCCl
  i, i, i, i, i, i, i, i, i, i, i
COc1ccccc1[As](=O)(O)CC(O)COc1ccc(Cl)cc1Cl (configuration not stated)
  i, i, i, ·, i, i, i, i, i, i, i
CCOc1ccc(CN(CCCl)CCCl)cc1C(=O)OC
  i, i, i, i, i, i, i, i, i, i, i
Cc1c(N=Cc2c(O)n(Cc3ccc(F)cc3)c(=O)[nH]c2=O)c(=O)n(-c2ccccc2)n1C
  i, i, i, i, i, i, i, i, i, i, i
CN[C@@H](C)[C@@H](O)c1ccccc1
  i, i, i, i, i, i, i, i, i, i, i
CC(=O)N(C)CC#CCN1CCC(O)CC1
  i, i, i, i, i, i, i, i, i, i, i
CC(=O)c1cn(Cc2ccc(F)cc2)c2ccccc12
  i, i, i, i, i, i, i, i, i, i, i
COC(=O)[C@@H]1C[C@H]1[C@@H](NP(=O)(c1ccccc1)c1ccccc1)c1ccccc1
  i, i, i, i, i, i, i, i, i, i, i
N=C1c2ccccc2CN1NC(=O)c1ccc(F)cc1
  i, i, i, i, i, i, i, i, i, i, i
C=CCN1C(=O)/C(=C/c2ccc(Br)s2)C(=O)NC1=S
  i, -5.6*, i, i, 11*, i, i, i, i, i, i
Cc1cc(C)cc(N2C(=O)NC(=O)/C(=C\c3cc(C)n(C)c3C)C2=O)c1
  i, i, i, i, i, i, i, i, i, i, i
CCOc1ccc(NC(=O)c2ccc(NC(=O)COC(=O)Cc3ccccc3)cc2)cc1
  i, i, i, i, i, i, i, i, i, i, i
O=C(c1ccc(F)cc1)N1CCC2(CC1)OCCO2
  i, i, i, i, i, i, i, i, i, i, i
Cc1cc(N2C(=O)C3CCCN3C2c2cccc(Cl)c2)no1 (configuration not stated)
  i, i, i, i, i, i, i, i, i, i, i
CCOP(=O)(OCC)/C(C#N)=C/c1ccc(Br)cc1
  i, i, i, i, i, i, i, i, i, i, i
C/C(=N\N1CCCCCC1)c1c(O)n(-c2ccccc2)c(=O)[nH]c1=O
  i, i, i, i, i, i, i, i, i, i, i

(next part)
Value order: TRPC4 inh, MrgX1 antagonist, TRPC4 agonist, ANO1 activ, RGS4 inh, MrgX1 ag, TRPC6 inh, TRPC4 potent, MrgX1 PAM, ANO1 block, TRPC6 activator
COc1ccc2c(c1OC)C(=O)O[C@@H]2[C@H]1c2cc3c(cc2CCN1C)OCO3
  ·, i, ·, i, ·, i, ·, ·, i, i, ·
Cc1ccc(-c2nc3ccccc3c(=O)n2-c2ccc(Br)cn2)cc1
  i, i, i, i, i, i, i, 12*, i, i, i
CCn1cc(C(=O)N2CCOCC2)c2ccccc21
  i, i, i, i, i, i, i, i, i, i, i
Cc1nc2sccc2c(=O)n1-c1ccccc1Cl
  i, i, i, i, i, i, i, i, i, i, i
Cc1cc(N2CCNCC2)nc2ccccc12
  i, i, i, i, i, i, i, 13*, i, i, i
O=C(O)CC1OCC=C2CN3CCC45C6=CC(=O)C(=O)C([N+](=O)[O-])=C6NC4C1C2CC35 (configuration not stated)
  i, i, i, i, i, i, i, i, i, i, i
CCC(=NCc1cccnc1)c1c(O)n(-c2ccccc2C)c(=O)[nH]c1=O
  i, i, i, i, i, i, i, i, i, i, i
CCSc1cc(C2C(C#N)=C(N)Oc3n[nH]c(C)c32)c(C)o1 (configuration not stated)
  i, i, i, i, i, i, i, i, i, i, i
CCN1CCN(S(=O)(=O)c2cnc(Cl)c(Br)c2)CC1
  i, i, i, i, i, i, i, i, i, i, i
C[N+]12CCC(CC1)C(C(O)(c1cccc(Cl)c1)c1cccc(Cl)c1)C2 (configuration not stated)
  i, i, i, i, i, i, i, i, i, i, i
COC1=C[C@@H]2C3=C([C@@H]2C1=O)[C@@H](NC(C)=O)CCc1cc(OC)c(OC)c(OC)c13
  ·, i, ·, i, ·, i, ·, ·, i, i, ·
CC(=O)N1CCN(Cc2ccc(Cl)nc2)CC1
  i, i, i, ·, i, i, i, i, i, i, i
Cc1nc2ccccc2c(=O)n1-c1ccc(F)cc1
  i, i, i, i, i, i, i, i, i, i, i
COc1ccccc1CN1CCCC(C(=O)c2ccccc2SC)C1 (configuration not stated)
  i, i, i, i, i, i, i, i, i, i, i
COc1ccccc1N=C1SCCCN1C
  i, i, i, i, i, i, i, i, i, i, i
Cc1cc(C)nc(-n2c(C)nc3cc(Cl)ccc3c2=O)c1
  i, i, i, i, i, i, i, i, i, i, i
COc1ccc2c(c1)c(C(=O)CN1CCN(C)CC1)c(C)n2Cc1ccccc1
  ·, i, ·, i, ·, i, ·, ·, i, i, ·
O=C(Nc1cccc(Cl)c1)N1C[C@H]2C[C@@H](C1)c1cccc(=O)n1C2
  i, i, i, i, i, i, i, i, i, i, i
Oc1ccc2ccccc2c1CN1CC=C(c2ccccc2)CC1
  i, i, i, i, i, i, i, i, i, i, i
CCC(=NCc1ccc(F)cc1)c1c(O)n(C)c(=O)n(C)c1=O
  i, i, i, i, i, i, i, i, i, 100*, i
CCOC(=O)C1=C(C)OC(N)=C(C#N)C12C(=O)Nc1ccc(C)cc12 (configuration not stated)
  i, i, i, i, i, i, i, i, i, i, i
